NS3 helicase inh: inhibitors of Hepatitis C virus NS3 helicase; NS3 helicase DNA unwinding, Cy5 molecular beacon fluorescence; inhibition, % at 10.9 µM; 290,000 compounds, 0.56% hits;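 active means inhibition above the mean of all tested compounds plus 3 SD, set per campaign, cut at about 35% in these data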;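 further: 0% = DMSO wells and 100% = thioflavine S control wells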
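Test system: hepatitis C virus NS3 helicase domain fragment enzyme. Also added: annealed dual-labelled DNA beacon duplex, ATP-started. Timing: 60 min unwinding reaction at 25 °C after ATP addition. Technique: Cy5 fluorescence. Measure: % inhibition of unwinding.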
UBC9 SUMO inh: SUMOylation inhibition | HTRF SUMOylation assay, SAE1/SAE2 + UBC9, in vitro | P63279 | AID 2006 | 290,000 compounds, 0.36% hits | inhibition, % at 35 µM; in the data active means inhibition above about 50%, passing the limit was not always enough; further: strong numbers were not always called active
Target sequence (P63279 whole entry, looked up): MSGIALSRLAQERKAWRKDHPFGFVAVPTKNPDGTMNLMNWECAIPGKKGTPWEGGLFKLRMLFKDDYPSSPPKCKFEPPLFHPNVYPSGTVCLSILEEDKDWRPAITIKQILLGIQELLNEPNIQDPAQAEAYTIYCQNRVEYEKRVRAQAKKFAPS
MEKK2mut PB1 HTS: signal of MEK5 binding to mutant human MEKK2 PB1 domain. bead flow cytometry, Alexa488-MEK5 binding to MEKK2 mutant. percent response, % at 10 µM. 290,000 compounds, 0.35% hits. AID 1530; in the data active means percent response above about 24%, passing the limit was not always enough; further: inactives centre near 1; some results filed as inactive read as strong as hits
IMP-1 inh: blocks Pseudomonas aeruginosa IMP-1 metallo-beta-lactamase. AID 1556. 290,000 compounds, 0.45% hits. purified IMP-1, nitrocefin hydrolysis, epi-absorbance fluorescence. inhibition, % at 5.6 µM;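 active means inhibition above the mean plus 3 SD of all compounds in the same screening run, cut at about 4.5% in these data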;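 further: 0% = IMP-1 with DMSO and 100% = DMSO wells lacking enzyme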
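Assay system: purified IMP-1; Quantity: IMP-1 0.2 nM before substrate addition; Medium: HEPES buffer pH 7.1 with ZnSO4 and Brij 35; Incubation: 15 min enzyme–compound preincubation, then 25 min nitrocefin reaction, 25 °C; Signal: fluorescence quenching readout, ex 480/em 530 nm; Controls: DMSO with and without IMP-1; Repeats: singlicate testing.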
MEKK2 WT-MEK5: raises or lowers MEK5 binding to wildtype human MEKK2 PB1 domain | bead flow cytometry, Alexa488-MEK5 binding to MEKK2 WT; actives lie on both sides | binding response (% of control), % at 10 µM | 290,000 compounds, 1.1% hits | AID 1531; in the data active means binding response below about 67% or above about 130%
FID counter: counter-screen for HCV NS3 helicase inhibitors: DNA intercalator displacement | DNA fluorescent intercalator displacement, fluorescence | inhibition, % at 7.9 µM | 290,000 compounds, 0.17% hits | AID 1845; in the data active means inhibition above about 37%;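 further: 0% = vehicle and 100% = reference compound; higher means more ethidium bromide displaced from hairpin DNA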
VIM-2 inhibitor: blocks Pseudomonas aeruginosa VIM-2 metallo-beta-lactamase; 290,000 compounds, 0.89% hits; purified VIM-2, nitrocefin hydrolysis, epi-absorbance fluorescence; inhibition, % at 5.6 µM;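 active means inhibition above the mean of all tested compounds plus 3 SD, cutoff set per screening run, cut at about 7.5% in these data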;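 further: red hydrolysis product quenches plate fluorescence so inhibitors raise well fluorescence; 0% = enzyme with DMSO and 100% = DMSO without enzyme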
NALP1 yeast inh: NALP1 inhibition; S. cerevisiae NALP1/ASC/caspase-1 growth, X-gal OD620, 72 h; 280,000 compounds, 0.61% hits; inhibition, % at 10 µM; AID 2071; in the data active means inhibition mostly above about 24%, no sharp cut-off; inactive means mostly below about 32%; further: some compounds called inactive have numbers as strong as hits
PfM18AAP inh: blocks P. falciparum M18 aspartyl aminopeptidase. recombinant PfM18AAP, H-Glu-NHMec fluorogenic cleavage. inhibition, % at 7.35 µM. 290,000 compounds, 1.2% hits. AID 1822;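 active means inhibition above the campaign mean inhibition over all tested compounds plus 3 SD, cut at about 28% in these data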;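 further: 0% = plate median of test compound wells and 100% = 2 mM ZnCl2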
Numbers without * were called inactive.

Screening CN1CC(=O)N/C1=N\C(=O)Nc1ccc(O)cc1 returned NS3 helicase inh 2, UBC9 SUMO inh 24, MEKK2mut PB1 HTS 3, IMP-1 inh -4.4, MEKK2 WT-MEK5 96, FID counter -4, VIM-2 inhibitor -3.8, NALP1 yeast inh 21 and PfM18AAP inh 15.
Screening N#CCC(=O)Nc1ccc(C(=O)NCC(c2ccco2)N2CCCCC2)cc1 (centres undefined) returned NS3 helicase inh -35, UBC9 SUMO inh 32, MEKK2mut PB1 HTS 7, IMP-1 inh -3.0, MEKK2 WT-MEK5 107, FID counter -9, VIM-2 inhibitor -1.7, NALP1 yeast inh 11 and PfM18AAP inh 1.
For COCCCNC(=O)CNC(=S)N(Cc1ccccc1)Cc1cccnc1 the results were NS3 helicase inh 9, UBC9 SUMO inh -6, MEKK2mut PB1 HTS -1, IMP-1 inh 1.0, MEKK2 WT-MEK5 101, FID counter -11, VIM-2 inhibitor -0.3, NALP1 yeast inh -4 and PfM18AAP inh -5.
`CCCCSCCCNC(=O)c1cn(C)c2ccc(S(=O)(=O)N3CCCC3)cc2c1=O` gave NS3 helicase inh -5, UBC9 SUMO inh -4, MEKK2mut PB1 HTS 5, IMP-1 inh -1.5, MEKK2 WT-MEK5 105, FID counter -15, VIM-2 inhibitor -2.4, NALP1 yeast inh 16 and PfM18AAP inh 4.
For CCC1(C)N(O)C(C)(C)C(c2ccc(OC)cc2)=[N+]1[O-] (centres undefined) the results were NS3 helicase inh -11, UBC9 SUMO inh 2, MEKK2mut PB1 HTS -4, IMP-1 inh -2.1, MEKK2 WT-MEK5 95, FID counter -16, VIM-2 inhibitor 2.6, NALP1 yeast inh -4 and PfM18AAP inh -6.
`Cc1ccc2c(CC(=O)O)coc2c1` gave NS3 helicase inh -6, UBC9 SUMO inh 9, MEKK2mut PB1 HTS -2, IMP-1 inh -0.7, MEKK2 WT-MEK5 101, FID counter -2, VIM-2 inhibitor -3.5, NALP1 yeast inh -20 and PfM18AAP inh 2.
`CCn1cc(C(=O)C(F)(F)F)c2ccccc21` gave NS3 helicase inh 2, UBC9 SUMO inh -6, MEKK2mut PB1 HTS -2, IMP-1 inh -2.7, MEKK2 WT-MEK5 92, FID counter 1, VIM-2 inhibitor -5.9, NALP1 yeast inh -10 and PfM18AAP inh 2.
Screening COc1ccccc1-n1cnc2cc(C(=O)NCCCN3CCOCC3)ccc21 returned NS3 helicase inh -6, UBC9 SUMO inh 6, MEKK2mut PB1 HTS 7, IMP-1 inh -0.7, MEKK2 WT-MEK5 110, FID counter 3, VIM-2 inhibitor 0.9, NALP1 yeast inh 15 and PfM18AAP inh -13.
For CCCN1CNC(=S)N(Cc2ccccc2)C1 the results were NS3 helicase inh 2, UBC9 SUMO inh 0, MEKK2mut PB1 HTS 0, IMP-1 inh -2.0, MEKK2 WT-MEK5 98, FID counter -4, VIM-2 inhibitor -0.3, NALP1 yeast inh 29 and PfM18AAP inh 0.
For CC(=O)c1c(C(=O)O)[nH]c(C(=O)O)c1C the results were NS3 helicase inh 0, UBC9 SUMO inh 1, MEKK2mut PB1 HTS 1, IMP-1 inh -3.0, MEKK2 WT-MEK5 103, FID counter 2, VIM-2 inhibitor -2.5, NALP1 yeast inh -5 and PfM18AAP inh -2.
`FC(F)(F)c1cc(-c2ccco2)nc(N2CCN(c3ccccc3)CC2)n1` gave NS3 helicase inh 4, UBC9 SUMO inh 13, MEKK2mut PB1 HTS -1, IMP-1 inh -1.6, MEKK2 WT-MEK5 89, FID counter 0, VIM-2 inhibitor -0.4, NALP1 yeast inh 10 and PfM18AAP inh -4.
For S=C(Nc1ccc(Nc2ccccc2)cc1)NN1CCOCC1 the results were NS3 helicase inh -11, UBC9 SUMO inh 6, MEKK2mut PB1 HTS -2, IMP-1 inh -7.8, MEKK2 WT-MEK5 99, FID counter -3, VIM-2 inhibitor -3.7, NALP1 yeast inh -6 and PfM18AAP inh 4.
`COc1ccc(N2C(=O)C3CCCN3C2=O)cc1` (centres undefined) gave NS3 helicase inh -2, UBC9 SUMO inh -1, MEKK2mut PB1 HTS 0, IMP-1 inh -2.6, MEKK2 WT-MEK5 96, FID counter -3, VIM-2 inhibitor -0.6, NALP1 yeast inh 3 and PfM18AAP inh 4.
O=C(CCNc1cc(Cl)cc(Cl)c1)c1ccco1 was read as NS3 helicase inh -5, UBC9 SUMO inh 10, MEKK2mut PB1 HTS 1, IMP-1 inh 1.3, MEKK2 WT-MEK5 109, FID counter 0, VIM-2 inhibitor -0.6, NALP1 yeast inh 19 and PfM18AAP inh 3.
Screening COC(=O)[C@@H](Cc1ccccc1)NC(=O)[C@H]1CCC(=O)N1C(=O)OCc1ccccc1 returned NS3 helicase inh 5, UBC9 SUMO inh 5, MEKK2mut PB1 HTS 1, IMP-1 inh -2.8, MEKK2 WT-MEK5 102, FID counter -27, VIM-2 inhibitor -0.5, NALP1 yeast inh -17 and PfM18AAP inh -3.
Screening COc1ccc(-c2noc(-c3ccoc3C)n2)cc1 returned NS3 helicase inh 1, UBC9 SUMO inh -5, MEKK2mut PB1 HTS -6, IMP-1 inh -2.9, MEKK2 WT-MEK5 96, FID counter -2, VIM-2 inhibitor -2.0, NALP1 yeast inh -11 and PfM18AAP inh -5.
Screening Cc1cc2[nH]c(=O)c(=O)[nH]c2cc1S(=O)(=O)NC1CCCCC1C (centres undefined) returned NS3 helicase inh 14, UBC9 SUMO inh 15, MEKK2mut PB1 HTS 0, IMP-1 inh -5.1, MEKK2 WT-MEK5 94, FID counter -10, VIM-2 inhibitor -1.4, NALP1 yeast inh 9 and PfM18AAP inh -2.
For CCN(CC(=O)Nc1ccccc1OC)CC(=O)Nc1ccccc1C(F)(F)F the results were NS3 helicase inh 3, UBC9 SUMO inh 16, MEKK2mut PB1 HTS -2, IMP-1 inh -8.5, MEKK2 WT-MEK5 104, FID counter -26, VIM-2 inhibitor -6.1, NALP1 yeast inh 15 and PfM18AAP inh -4.
Screening COc1ccc(Cl)cc1NC(=O)CN(C)C(=O)CCCc1c[nH]c2ccccc12 returned NS3 helicase inh -11, UBC9 SUMO inh -18, MEKK2mut PB1 HTS 5, IMP-1 inh -1.7, MEKK2 WT-MEK5 110, FID counter -22, VIM-2 inhibitor -0.6, NALP1 yeast inh 10 and PfM18AAP inh 1.
`S=C(NCCN1CCOCC1)Nc1ccc(-c2nc3ccccc3[nH]2)cc1` gave NS3 helicase inh -14, UBC9 SUMO inh 15, MEKK2mut PB1 HTS 1, IMP-1 inh -2.1, MEKK2 WT-MEK5 103, FID counter 9, VIM-2 inhibitor -1.6, NALP1 yeast inh -14 and PfM18AAP inh 1.
COC(=O)c1sc(NC(=O)c2c(OC)cccc2OC)c(C#N)c1C was read as NS3 helicase inh -9, UBC9 SUMO inh 10, MEKK2mut PB1 HTS -43, IMP-1 inh -1.0, MEKK2 WT-MEK5 88, FID counter -12, VIM-2 inhibitor -1.2, NALP1 yeast inh 22 and PfM18AAP inh 1.
`CCOC(=O)CC(=O)CSc1nnc2sc3ccccc3n12` gave NS3 helicase inh 16, UBC9 SUMO inh 18, MEKK2mut PB1 HTS 5, IMP-1 inh -3.9, MEKK2 WT-MEK5 106, FID counter -15, VIM-2 inhibitor -1.9, NALP1 yeast inh -2 and PfM18AAP inh 8.
`Cc1ccc(N(C)S(=O)(=O)c2cc(-c3cnc(C4CC4)o3)ccc2C)cc1` gave NS3 helicase inh -18, UBC9 SUMO inh -4, MEKK2mut PB1 HTS -1, IMP-1 inh -2.1, MEKK2 WT-MEK5 97, FID counter -31, VIM-2 inhibitor -1.5, NALP1 yeast inh 13 and PfM18AAP inh 1.
CCOc1ccc(NS(=O)(=O)CC23CCC(CC2=O)C3(C)C)cc1 (centres undefined) was read as NS3 helicase inh 5, UBC9 SUMO inh -8, MEKK2mut PB1 HTS -2, IMP-1 inh -2.2, MEKK2 WT-MEK5 97, FID counter -12, VIM-2 inhibitor -3.5, NALP1 yeast inh 31 and PfM18AAP inh -4.

Next part, starting with the last 2 of the part before.
`Cc1ccc(N(C)S(=O)(=O)c2cc(-c3cnc(C4CC4)o3)ccc2C)cc1` gave NS3 helicase inh -18, UBC9 SUMO inh -4, MEKK2mut PB1 HTS -1, IMP-1 inh -2.1, MEKK2 WT-MEK5 97, FID counter -31, VIM-2 inhibitor -1.5, NALP1 yeast inh 13 and PfM18AAP inh 1.
CCOc1ccc(NS(=O)(=O)CC23CCC(CC2=O)C3(C)C)cc1 (centres undefined) was read as NS3 helicase inh 5, UBC9 SUMO inh -8, MEKK2mut PB1 HTS -2, IMP-1 inh -2.2, MEKK2 WT-MEK5 97, FID counter -12, VIM-2 inhibitor -3.5, NALP1 yeast inh 31 and PfM18AAP inh -4.
`Cc1ccccc1-c1n[nH]c(=S)o1` gave NS3 helicase inh 5, UBC9 SUMO inh 8, MEKK2mut PB1 HTS 5, IMP-1 inh -6.4, MEKK2 WT-MEK5 100, FID counter 1, VIM-2 inhibitor -4.3, NALP1 yeast inh 5 and PfM18AAP inh -8.
Screening Brc1ccc(-c2ccc(/C=N/Nc3nc(N4CCOCC4)nc(N4CCOCC4)n3)o2)cc1 returned NS3 helicase inh 4, UBC9 SUMO inh -2, MEKK2mut PB1 HTS -1, IMP-1 inh -5.1, MEKK2 WT-MEK5 97, FID counter 0, VIM-2 inhibitor -1.3, NALP1 yeast inh -8 and PfM18AAP inh -7.
For Cc1ccc(NS(=O)(=O)c2ccc3c(c2)NC(=O)CO3)cc1Cl the results were NS3 helicase inh -5, UBC9 SUMO inh 9, MEKK2mut PB1 HTS 8, IMP-1 inh -0.9, MEKK2 WT-MEK5 104, FID counter -16, VIM-2 inhibitor -2.7, NALP1 yeast inh 9 and PfM18AAP inh -2.
Screening Cn1c(SCC(=O)N2c3ccccc3Sc3ccc(Cl)cc32)nnc1-c1ccco1 returned NS3 helicase inh -4, UBC9 SUMO inh 5, MEKK2mut PB1 HTS -3, IMP-1 inh -3.6, MEKK2 WT-MEK5 93, FID counter -11, VIM-2 inhibitor -3.7, NALP1 yeast inh -82 and PfM18AAP inh 5.
Cc1nn2c3ccccc3n(C)c2nc1=O was read as NS3 helicase inh -7, UBC9 SUMO inh 39, MEKK2mut PB1 HTS 4, IMP-1 inh -0.6, MEKK2 WT-MEK5 102, FID counter -3, VIM-2 inhibitor 0.0, NALP1 yeast inh 9 and PfM18AAP inh -9.
`O=C(NCCN1CCOCC1)c1c(Cl)cccc1Cl` gave NS3 helicase inh 4, UBC9 SUMO inh 13, MEKK2mut PB1 HTS 5, IMP-1 inh -4.2, MEKK2 WT-MEK5 103, FID counter -2, VIM-2 inhibitor -2.0, NALP1 yeast inh 17 and PfM18AAP inh -13.
`COCC(C)NC(=S)NC(=O)c1cc(S(=O)(=O)N2CCOCC2)ccc1C` (centres undefined) gave NS3 helicase inh 25, UBC9 SUMO inh 17, MEKK2mut PB1 HTS 0, IMP-1 inh -1.7, MEKK2 WT-MEK5 104, FID counter -19, VIM-2 inhibitor -3.1, NALP1 yeast inh -24 and PfM18AAP inh 5.
CC(C)=CCN1CCN(Cc2cccn2-c2nccs2)CC1CCO (centres undefined) was read as NS3 helicase inh -2, UBC9 SUMO inh 14, MEKK2mut PB1 HTS -13, IMP-1 inh -2.6, MEKK2 WT-MEK5 90, FID counter 12, VIM-2 inhibitor -2.1, NALP1 yeast inh 11 and PfM18AAP inh 2.

Assay outcomes: PubChem, several laboratories
